From PubChem
rCAG RNA binder = binders of r(CAG) RNA repeats, primary screen, biochemical, fluorescence. r(CAG) RNA repeat, TO-PRO-1 dye displacement fluorescence. inhibition, % at 3 µM. 370,000 compounds, 1.3% hits. AID 651821, 2012;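 active means inhibition above the plate cutoff, the mean of all test compounds on that plate plus 3 SD, cut at about 35% in these data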;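 further: 0% = DMSO alone and 100% = 100 µM mitoxantrone as full dye displacement; higher means more dye released from RNA so lower well fluorescence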
GC-B act = human GC-B receptor activators, primary screen, HEK293 GC-B cells, cGMP TR-FRET, EC30 CNP. 0% at EC30 CNP, 100% saturating CNP. AID 1920062, 2024. activation, % at 10 µM. 370,000 compounds, 0.11% hits;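 active means activation at 10 µM reaching about 35% in either raw or pattern-adjusted values, limit read from the data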
Target sequence (P20594 whole entry, looked up): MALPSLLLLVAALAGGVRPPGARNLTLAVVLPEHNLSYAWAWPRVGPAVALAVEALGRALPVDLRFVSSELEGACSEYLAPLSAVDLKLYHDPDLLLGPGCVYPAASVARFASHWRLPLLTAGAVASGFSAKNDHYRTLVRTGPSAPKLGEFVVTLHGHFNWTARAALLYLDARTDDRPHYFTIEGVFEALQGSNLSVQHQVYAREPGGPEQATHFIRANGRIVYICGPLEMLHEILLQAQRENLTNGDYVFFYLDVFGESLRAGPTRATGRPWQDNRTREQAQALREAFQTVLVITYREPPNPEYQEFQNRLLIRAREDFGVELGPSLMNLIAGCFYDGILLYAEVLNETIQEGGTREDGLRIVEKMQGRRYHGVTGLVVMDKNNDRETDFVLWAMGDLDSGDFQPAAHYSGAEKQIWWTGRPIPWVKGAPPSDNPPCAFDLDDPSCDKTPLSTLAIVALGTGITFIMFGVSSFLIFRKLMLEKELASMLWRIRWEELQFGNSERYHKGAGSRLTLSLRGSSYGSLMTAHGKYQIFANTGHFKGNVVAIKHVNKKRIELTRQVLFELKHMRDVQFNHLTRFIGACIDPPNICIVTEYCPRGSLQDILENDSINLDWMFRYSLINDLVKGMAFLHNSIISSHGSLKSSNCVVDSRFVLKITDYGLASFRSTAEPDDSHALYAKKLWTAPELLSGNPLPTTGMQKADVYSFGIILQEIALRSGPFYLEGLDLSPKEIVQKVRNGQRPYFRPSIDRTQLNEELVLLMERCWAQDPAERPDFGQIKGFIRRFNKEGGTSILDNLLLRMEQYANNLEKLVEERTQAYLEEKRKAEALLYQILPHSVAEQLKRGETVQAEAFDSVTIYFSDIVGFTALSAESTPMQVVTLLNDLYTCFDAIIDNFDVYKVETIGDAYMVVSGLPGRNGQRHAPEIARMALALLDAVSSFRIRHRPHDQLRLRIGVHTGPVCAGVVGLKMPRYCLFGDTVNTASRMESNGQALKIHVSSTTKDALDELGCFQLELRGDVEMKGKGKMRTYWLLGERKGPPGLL
PRMT1 FP inh = PRMT1 methyltransferase inhibitors, primary screen, biochemical, fluorescence polarization; Protein arginine N-methyltransferase 1 (Homo sapiens), Q99873; recombinant PRMT1, activity-based probe fluorescence polarization; 370,000 compounds, 1.3% hits; inhibition, % at 2.79 µM; AID 652257, 2013;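 active means inhibition above about 21% made by adding two undisclosed values, limit read from the data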
SIAE primary = human SIAE inhibitors, primary screen, biochemical, fluorescence polarization, FP-Rh probe, 1536-well HTS; SIAE FP-Rh probe binding; inhibition, % at 9.66 µM; 370,000 compounds, 0.69% hits; AID 1053197, 2014; Sialate O-acetylesterase (Homo sapiens), Q9HAT2;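 active means inhibition above a cutoff: mean of compounds within the control limits plus 3 SD of those, cut at about 17% in these data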;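 further: 0% = plate median of compound wells and 100% = probe without SIAE protein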
TCR-CD3 inh = inhibitors of human TCR-CD3 interaction, primary screen, biochemical, fluorescence, TAMRA-labeled TCR probe; T-cell receptor (TCR); inhibition, % at 9.4 µM; 360,000 compounds, 0.37% hits; in the data active means inhibition above about 19%;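 further: recombinant mutant TCR 2C K166C tagged with TAMRA read by polarization; 0% = receptor in buffer alone and 100% = receptor with positive control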
TDP2 inh = human TDP2 enzyme inhibitors, primary screen, biochemical, epi absorbance, recombinant enzyme; AID 720702, 2013; 370,000 compounds, 0.34% hits; T5PNP hydrolysis, p-nitrophenol absorbance 415 nm; inhibition, % at 12.8 µM;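 active means inhibition above the mean of all tested compounds plus 3 SD, set per campaign, cut at about 25% in these data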;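 further: 0% = DMSO with enzyme and 100% = buffer with substrate but no TDP2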
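System – recombinant human TDP2 · Quantity – TDP2 enzyme at 120 nM final · Doses – single concentration, 12.8 µM nominal, with 1% DMSO · Incubation – 2 h at 37 °C · Measured by – epi absorbance of p-nitrophenol freed from T5PNP by hydrolysis · Read-out – % inhibition relative to enzyme-containing and enzyme-free wells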
HTRA1 inhibitor = HTRA1 serine protease inhibitors, primary screen, biochemical, fluorescence polarization, HTS. Q92743. recombinant HTRA1, FP-rhodamine activity-based probe. inhibition, % at 5.96 µM. 340,000 compounds, 0.5% hits. AID 504803, 2011; in the data active means inhibition above about 36%;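 further: 0% = enzyme with DMSO and 100% = wells lacking enzyme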
MBD2 inh = inhibitors of MBD2 binding to methylated DNA, primary screen, biochemical, TR-FRET, DNA-binding domain, human; 370,000 compounds, 0.31% hits; MBD2 binding to methylated oligonucleotide; Methyl-CpG-binding domain protein 2 (Homo sapiens), Q9UBB5; inhibition, % at 4.4 µM; in the data active means inhibition above about 13%
mABHD4 FP = ABHD4 inhibitors, primary screen, biochemical, fluorescence polarization, mouse; purified mABHD4, FP-Rh probe fluorescence polarization; inhibition, % at 8.92 µM; 370,000 compounds, 0.54% hits; AID 720543, 2013;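 active means inhibition exceeding the mean over every tested compound plus 3 SD, cut at about 30% in these data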;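 further: 0% = plate median of compound wells and 100% = S159A mutant with DMSO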
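Assay system: Wild-type mouse ABHD4 protein | Medium: HEPES pH 7.0 buffer, 150 mM NaCl, 0.01% Pluronic F-127 | Incubation: Enzyme–compound pre-incubation 45 min, then probe 60 min, both 25 °C | Technique: Fluorescence polarization with parallel and perpendicular emission, 525/598 nm | Evaluation: % inhibition of FP-Rh probe binding versus controls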
LEDGF integ inh = blockers of LEDGF/p75-dependent integrase strand transfer – biochemical, TR-FRET, high throughput, primary screen | HIV-1 integrase (with human LEDGF/p75) | TR-FRET IN-LEDGF/p75 DNA integration, Eu/Cy5 | inhibition, % at 3.7 µM | 370,000 compounds, 0.64% hits | AID 743269, 2014;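 active means inhibition above the screen-wide mean plus 3 SD, cut at about 13% in these data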;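 further: signal is the Cy5 over europium emission ratio at 671 and 618 nm; 0% = plate median of compound wells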
Active calls of the source: *; nt = not tested or not shown; & = joins results of further samples. Not all compounds are listed (hit frequency here may not be typical).

SMILES	rCAG RNA binder	GC-B act	PRMT1 FP inh	SIAE primary	TCR-CD3 inh	TDP2 inh	HTRA1 inhibitor	MBD2 inh	mABHD4 FP	LEDGF integ inh
O=C(COC(=O)Cc1c(F)cccc1Cl)NCCC1=CCCCC1	0	4	2	-6	-2	-7	7	-2	-12	-1
CCOC(=O)[C@@H]1[C@H]2COc3ccc(Br)cc3[C@@H]2N2C(=O)N(c3ccc(C)cc3)C(=O)[C@]12C	-3	-8	-3	-5	8	0	-43	-3	0	-1
Cc1cccc(CSc2nc3ccccc3c(=O)n2C)c1	-2	-3	1	2	0	8	-19	-6	-9	1
O=S(=O)(c1cnc(Cl)c(Cl)c1)N1CCN(c2ncccn2)CC1	-4	-2	-2	-10	-1	10	1	-3	4	-2
N#CC1=C(N)NC(SCc2ccccc2)=C(C#N)C12CCCCC2	6	4	2	0	-2	2	-36	3	-3	-2
Cc1cc(S(=O)(=O)Nc2c(C)nn(C)c2C)c(Cl)cc1Cl	-1	-1	-4	-3	6	9	5	1	4	-2
COc1cc(CNc2nccn3ccnc23)cc(OC)c1	2	2	-1	2	0	3	nt	-3	3	-2
CCc1nnc(NC(=O)CSc2nnc(COc3ccc(C)cc3)n2-c2ccccc2)s1	-1	-5	2	0	6	11	2	-3	3	-4
COc1ccc(NC(=O)c2cccc(Cn3cc(Br)cn3)c2)cn1	-5	-9	0	-3	-2	5	-4	-5	-7	1
CC1(C)CC(=O)C(C=Nc2ccncc2)=C(O)C1	-4	2	3	-1	-1	2	5	3	4	-1
COc1cccc(NCc2cc(=O)oc3cc(-c4ccccc4)c(O)cc23)c1	15	-4	2	13	-7	1	-4	1	7	-2
CCC(C)c1ccc(S(=O)(=O)N2CCN(C(C)CC(=O)O)CC2)cc1 (stereo unspecified)	0	1	1	-2	5	9	2	0	2	0
COc1ccc(N2CCN(C(=O)Nc3ccccc3Cl)CC2)cc1	0	-4	4	4	-5	3	-2	7	7	-5
Cc1c(C(N)=O)c(N)c(C(=O)c2ccccc2)n1-c1ccccc1	-4	8	-2	15	4	1	5	-1	-2	6
O=C1C(=C2CCc3ccccc32)Cc2ccccc21	13	8	1	3	4	2	nt	-6	6	-2
CCC1(CC)C(=O)Nc2ccccc21	-2	-9	-6	2	4	1	5	-3	-4	2
COc1ccc(CN2C(=O)c3cccnc3C2=O)cc1S(=O)(=O)NCc1ccccc1	1	-1	1	-1	10	3	-2	0	9	-1
COC(=O)c1ccccc1NC(=O)NC1CCCC1	-1	2	2	-9	6	6	0	0	0	1
CCC(Sc1nc(N)cc(=O)[nH]1)C(=O)Nc1cc(C)on1 (stereo unspecified)	1	6	0	1	2	0	-4	-4	3	3
CC1(C)Cc2nc3sc(C(N)=O)c(N)c3cc2CO1	-5	0	7	3	0	-8	8	-3	4	-5

4 compounds from above, ordered by the value under mABHD4 FP, ascending.
molecule	mABHD4 FP
CCC(C)c1ccc(S(=O)(=O)N2CCN(C(C)CC(=O)O)CC2)cc1 (stereo unspecified)	2
CCc1nnc(NC(=O)CSc2nnc(COc3ccc(C)cc3)n2-c2ccccc2)s1	3
O=C1C(=C2CCc3ccccc32)Cc2ccccc21	6
COc1cccc(NCc2cc(=O)oc3cc(-c4ccccc4)c(O)cc23)c1	7

Further structures follow.
SMILES	rCAG RNA binder	GC-B act	PRMT1 FP inh	SIAE primary	TCR-CD3 inh	TDP2 inh	HTRA1 inhibitor	MBD2 inh	mABHD4 FP	LEDGF integ inh
COCCNC(=O)CSc1nnc(NC(=O)C2CC(=O)N(c3ccccc3OC)C2)s1 (stereo unspecified)	2	6	2	-6	2	9	-2	1	10	0
N#Cc1ccc(C(=O)Nc2ccc(N3CCN(C(=O)c4ccco4)CC3)cc2)c(F)c1	1	1	1	-3	0	5	3	4	2	-1
COc1cccc(-c2nc(C#N)c(N3CCN(C(=O)c4ccco4)CC3)o2)c1	-5	-3	3	-2	-1	2	0	0	0	-5
CCCc1cc(=O)oc2c(CNc3ccc(OCC)cc3)c(O)ccc12	19	-5	-1	17	-3	7	14	-1	11	-5
CCN1CCN(C(=O)CS(=O)(=O)Cc2nc(-c3cccc(OC)c3)oc2C)CC1	-5	5	-3	5	-3	11	-1	4	-7	2
Cc1cc(C(=O)CSc2n[nH]c(N)n2)c(C)n1-c1cccc(F)c1	5	-2	5	-2	-3	0	0	3	1	-2
O=C(NC(Cc1ccc(O)cc1)C(=O)O)/C(=C/c1ccccc1)NC(=O)c1ccccc1 (stereo unspecified)	0	3	6	2	0	3	1	-4	0	1
COc1ccc(NC(=O)COc2cccc(-n3cnnn3)c2)cc1	0	0	-1	-4	-2	7	5	-4	2	0
O=C1COc2ccc(C(=O)CSc3nnnn3-c3ccccc3)cc2N1	3	-4	2	-8	-8	16	-15	3	0	-1
O=[N+]([O-])c1ccc(N2CCCCC2)cc1NCCOc1ccccc1	1	-5	-2	-4	0	11	-3	-2	2	-3
COc1ccccc1N1CCN(C2CCCN(Cc3c(F)cccc3F)C2)CC1 (stereo unspecified)	-7	7	1	-1	-5	0	1	2	-6	-1
CC(C)CC(=O)Nc1ccc(Nc2ccccc2)cc1	0	4	-2	5	-2	-8	17	-3	9	-5
COc1cccc(C=NNc2nnc(NN=Cc3cccc(OC)c3OC)c3ccccc23)c1OC	5	3	-2	-4	-2	9	-22	2	-14	1
CC(=O)N1CCN(CCN=CC2=C(O)CC(C)(C)CC2=O)CC1	2	-1	1	-1	-1	-2	-1	1	4	-1
COc1ccc2nc(C)cc(Nc3ccccc3OC)c2c1	5	-9	-1	8	-1	-10	2	6	-4	3
O=C(COc1ccc(Cl)cc1[N+](=O)[O-])N1CCCCC1	-5	-2	-5	-1	0	-12	-11	-4	-5	4
O=c1cc(N2CCCCC2)c(-c2ccccc2)n[nH]1	0	2	-2	0	0	2	-3	1	-9	4
COc1ccc(NS(=O)(=O)c2ccc(NC(=O)C(CCSC)NC(N)=O)cc2)cc1 (stereo unspecified)	0	-1	-3	0	-1	-10	-1	1	3	2
Cc1cccc(C)c1NC(=O)CCN1C(=O)C2C3CCC(C3)C2C1=O (stereo unspecified)	-2	7	1	-1	-2	2	1	3	8	2
O=C(CN(Cc1ccco1)Cc1cccs1)N1CCN(S(=O)(=O)c2cccc(F)c2)CC1	2	3	0	10	0	-1	-18	-2	0	-2
C=C1C[C@]23C[C@@]1(O)CC[C@H]2[C@@]12C=C[C@H](O)[C@@](C)(C(=O)O1)[C@H]2[C@@H]3C(=O)O	1&0	-1&-1	0&-1	-1&-6	-2&14	6&5	4&0	-6&-2	-1&-2	-3&-2
COc1ccc(C(C)NC(=O)CCc2ccccc2)cc1 (stereo unspecified)	-2	-2	-2	4	-2	-8	1	2	-4	0
CC(=O)N1CCN(C(=O)COC(=O)c2ccc(S(C)(=O)=O)cc2)CC1	2	2	1	5	-3	7	5	0	1	-1
COC(=O)C1=C(C(=O)OC)[C@@H]2N(C)c3ccc(OC)cc3[C@@]23C[C@@H](C(=O)OC)N(C(=O)NCCBr)C3=N1	-1	-16	-1	-1	8	-4	nt	1	4	2
N#Cc1nc(COc2ccc(F)cc2)oc1N1CCCCC1	4	5	-5	1	11	-7	11	-2	-2	5
CCOCCOC(=O)COc1ccc2c(=O)c(Oc3ccc(OC)cc3)coc2c1	0	0	1	1	-9	3	-1	-2	-2	0
CC(OC(=O)c1cccc(NS(C)(=O)=O)c1)C(=O)Nc1ccc(N2CCOCC2)cc1 (stereo unspecified)	6	4	-2	1	0	3	3	2	6	-1
COc1ccc2cc(C#N)c(SCC(=O)N3CCCC3)nc2c1	3	-7	-2	3	-2	2	-2	-8	0	6
O=C(Nc1ccc(Cl)cc1)N(Cc1nc2ccccc2c(=O)[nH]1)Cc1cccs1	4	17	-1	-16	8	10	-48	-3	0	1
CN(C)c1ccc(-c2ccnc3c2CC(C)(C(=O)NCc2ccco2)O3)cc1 (stereo unspecified)	9	-1	1	3	2	-4	nt	0	10	0
CC(=O)NC(CC(=O)NNC(=O)COc1c(C)cccc1C)c1ccccc1 (stereo unspecified)	5	2	1	-4	3	-6	6	0	1	-4
Cc1cccc(NC(=S)NCCc2c[nH]c3ccccc23)c1	4	1	0	3	6	0	-12	2	-1	-3

Some of the entries above, set out differently:
mol: CN(C)c1ccc(-c2ccnc3c2CC(C)(C(=O)NCc2ccco2)O3)cc1 (stereo unspecified)
  rCAG RNA binder: 9
  GC-B act: -1
  PRMT1 FP inh: 1
  SIAE primary: 3
  TCR-CD3 inh: 2
  TDP2 inh: -4
  HTRA1 inhibitor: nt
  MBD2 inh: 0
  mABHD4 FP: 10
  LEDGF integ inh: 0

mol: C=C1C[C@]23C[C@@]1(O)CC[C@H]2[C@@]12C=C[C@H](O)[C@@](C)(C(=O)O1)[C@H]2[C@@H]3C(=O)O
  rCAG RNA binder: 1&0
  GC-B act: -1&-1
  PRMT1 FP inh: 0&-1
  SIAE primary: -1&-6
  TCR-CD3 inh: -2&14
  TDP2 inh: 6&5
  HTRA1 inhibitor: 4&0
  MBD2 inh: -6&-2
  mABHD4 FP: -1&-2
  LEDGF integ inh: -3&-2

mol: COc1ccc2cc(C#N)c(SCC(=O)N3CCCC3)nc2c1
  rCAG RNA binder: 3
  GC-B act: -7
  PRMT1 FP inh: -2
  SIAE primary: 3
  TCR-CD3 inh: -2
  TDP2 inh: 2
  HTRA1 inhibitor: -2
  MBD2 inh: -8
  mABHD4 FP: 0
  LEDGF integ inh: 6

mol: N#Cc1nc(COc2ccc(F)cc2)oc1N1CCCCC1
  rCAG RNA binder: 4
  GC-B act: 5
  PRMT1 FP inh: -5
  SIAE primary: 1
  TCR-CD3 inh: 11
  TDP2 inh: -7
  HTRA1 inhibitor: 11
  MBD2 inh: -2
  mABHD4 FP: -2
  LEDGF integ inh: 5

Four entries picked at random from those above:
SMILES	rCAG RNA binder	GC-B act	PRMT1 FP inh	SIAE primary	TCR-CD3 inh	TDP2 inh	HTRA1 inhibitor	MBD2 inh	mABHD4 FP	LEDGF integ inh
O=C(NC(Cc1ccc(O)cc1)C(=O)O)/C(=C/c1ccccc1)NC(=O)c1ccccc1 (stereo unspecified)	0	3	6	2	0	3	1	-4	0	1
CC(=O)N1CCN(C(=O)COC(=O)c2ccc(S(C)(=O)=O)cc2)CC1	2	2	1	5	-3	7	5	0	1	-1
COc1ccc2cc(C#N)c(SCC(=O)N3CCCC3)nc2c1	3	-7	-2	3	-2	2	-2	-8	0	6
CCOCCOC(=O)COc1ccc2c(=O)c(Oc3ccc(OC)cc3)coc2c1	0	0	1	1	-9	3	-1	-2	-2	0
